Glioma ERSR ind – qHTS for Inducers of the Endoplasmic Reticulum Stress Response (ERSR) in Human Glioma: qHTS; U87-MG GRP78 promoter luciferase reporter, 16 h; Potency, µM, for the others: top-dose activation, actives largely listed as activators; 0.02% of 420,000 active; AID 602332, 2012; note: potency is the fitted concentration of half-maximal effect; series mostly up to about 76 µM; % of control where 0% means no effect; nearly all actives have a fitted effect of over 35% in size
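Stably transfected U87-MG glioma cells carrying a GRP78-based luciferase sensor; 16 h compound incubation. Luminescence end-point read 10 min after Bright-Glo addition at room temperature.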
Vif-APOBEC3G blk – qHTS for Inhibitors of Vif-A3G Interactions: qHTS. HeLa A3G-eYFP + Vif (tagged APOBEC3G with the HIV-1 protein that degrades it), YFP fluorescence, overnight. Potency, µM (titrated, usually from 46.1 µM), for the others: top-dose activity, negative = active, hits mostly inhibitors. 0.076% of 410,000 active. AID 602310, 2012;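 note: potency is the fitted concentration of half-maximal effect; % is set by controls: 0 for no effect and ±100 for the full control effect; nearly all actives have a fitted effect of over 60% in size; hits raise eYFP signal because A3G escapes Vif-driven loss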
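Read-out is eYFP fluorescence (Ex 488/Em 500-530) from Vif-expressing HeLa A3G-eYFP cells; more signal means A3G escaped Vif-mediated degradation. Cells plated overnight, compound pinned in, incubated overnight at 37 deg C.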
IDH1 R132H inh – qHTS for Inhibitors of mutant isocitrate dehydrogenase 1 (IDH1): qHTS; 0.093% of 390,000 active; AID 602179, 2012; IDH1-R132H enzyme, NADPH consumption, diaphorase/resazurin fluorescence; Potency, µM (titrated, usually from 76.6 µM), for the others: top-dose activity change, negative = inhibition, hits mostly inhibitors; Isocitrate dehydrogenase [NADP] cytoplasmic (Homo sapiens), O75874; note: potency is the fitted concentration of half-maximal effect; % is set by controls: 0 for no effect and ±100 for the full control effect; nearly all actives have a fitted effect of over 65% in size
Target sequence (O75874 whole entry R132H, stated change not applied): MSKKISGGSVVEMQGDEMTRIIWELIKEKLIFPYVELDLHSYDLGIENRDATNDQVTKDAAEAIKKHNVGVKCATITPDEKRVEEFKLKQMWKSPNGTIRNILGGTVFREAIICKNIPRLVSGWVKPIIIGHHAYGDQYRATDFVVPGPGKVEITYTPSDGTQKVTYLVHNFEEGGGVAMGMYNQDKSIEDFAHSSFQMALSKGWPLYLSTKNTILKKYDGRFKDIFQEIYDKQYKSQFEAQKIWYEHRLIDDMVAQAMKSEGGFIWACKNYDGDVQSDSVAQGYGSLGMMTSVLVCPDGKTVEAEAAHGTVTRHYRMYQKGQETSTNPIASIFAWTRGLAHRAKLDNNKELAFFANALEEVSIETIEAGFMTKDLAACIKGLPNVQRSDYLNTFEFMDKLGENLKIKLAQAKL
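IDH1-R132H (0.5 ug/mL dispensed) in pH 7.5 Tris buffer was preincubated 30 min with compound, then given a substrate mix of 0.016 mM NADPH and 2 mM alpha-KG for 80 min at room temperature; remaining NADPH was read by diaphorase/resazurin fluorescence.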
RGS4 inhibitor – Inhibitors of Regulator of G Protein Signaling (RGS) 4: qHTS. Regulator of G-protein signaling 4 (Homo sapiens), P49798. Transcreener GDP fluorescence polarization, RGS4-accelerated GTP hydrolysis. AID 504845, 2011. 0.039% of 390,000 active. Potency, µM (doses to about 114 µM), for the others: top-dose activity change, negative = inhibition, actives largely listed as inhibitors; note: potency is the fitted concentration of half-maximal effect; % is set by controls: 0 for no effect and ±100 for the full control effect; nearly all actives have a fitted effect of over 75% in size; some results filed as inactive show a strong effect at the top dose
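MLSMR compounds (23 nl, pin-transferred) preincubated 10 min at room temperature with a 500nM (2x) first reagent, then RGS4 at 900nM (2x) plus Transcreener GDP mix added; fluorescence polarization (620/688 nm) read before and after 90 min at 30 °C.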
rTrxR1 inhibitor – qHTS Assay for Inhibitors of Mammalian Selenoprotein Thioredoxin Reductase 1 (TrxR1): qHTS; recombinant rTrxR1, NADPH fluorescence consumption, selenite substrate; AID 588453, 2011; Potency, µM (highest dose often 114 µM), without a hit: top-dose activity change, negative = inhibition, hits mostly inhibitors; 1% of 390,000 active; note: potency is the fitted concentration of half-maximal effect; % is set by controls: 0 for no effect and ±100 for the full control effect; nearly all actives have a fitted effect of over 65% in size
Target sequence (O89049 whole entry, looked up): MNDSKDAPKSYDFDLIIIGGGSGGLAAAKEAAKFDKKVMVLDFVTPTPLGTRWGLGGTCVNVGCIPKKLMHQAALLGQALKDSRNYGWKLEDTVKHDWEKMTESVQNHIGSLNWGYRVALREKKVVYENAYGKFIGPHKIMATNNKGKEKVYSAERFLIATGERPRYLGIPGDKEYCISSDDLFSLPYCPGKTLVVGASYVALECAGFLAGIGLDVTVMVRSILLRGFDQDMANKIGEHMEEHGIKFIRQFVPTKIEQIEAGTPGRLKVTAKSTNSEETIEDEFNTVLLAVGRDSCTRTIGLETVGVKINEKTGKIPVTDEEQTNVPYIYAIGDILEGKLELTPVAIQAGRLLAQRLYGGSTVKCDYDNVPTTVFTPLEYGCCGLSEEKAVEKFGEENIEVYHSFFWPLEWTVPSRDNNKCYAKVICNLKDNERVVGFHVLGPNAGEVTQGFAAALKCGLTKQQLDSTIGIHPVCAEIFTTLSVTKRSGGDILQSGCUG
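Rat TrxR1 (90 nM in the dispensed reagent) was pre-reduced with 400 uM NADPH for 5 min at room temperature, then incubated with compound for 15 min. After 400 uM selenite was added, NADPH fluorescence (Ex 340/Em 450 nm) was followed for 8 min.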
Vif-A3F inh – qHTS for Inhibitors of Vif-A3F Interactions: qHTS; HeLa A3F-eYFP + Vif (tagged APOBEC3F with the HIV-1 protein that degrades it), YFP fluorescence increase; Potency, µM (top dose mostly 46.1 µM), for inactives: at the top dose activity, negative = active; 0.2% of 390,000 active; note: potency is the fitted concentration of half-maximal effect; % of control where 0% means no effect; nearly all actives have a fitted effect of over 65% in size
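Fluorescence increase (Ex 488/Em 500-530) after overnight compound treatment at 37 deg C flags inhibition of Vif-driven A3F-eYFP loss in stable HeLa A3F-eYFP/Vif cells seeded overnight beforehand.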
TrxR1 substrate – qHTS Assay for Substrates of Mammalian Selenoprotein Thioredoxin Reductase 1 (TrxR1): qHTS; Thioredoxin reductase 1, cytoplasmic (Rattus norvegicus), O89049; purified TrxR1 substrate turnover, NADPH consumption readout; Potency, µM (series often up to 114 µM), inactives show top-dose activity change, negative = substrate turnover; 0.01% of 390,000 active; note: potency is the fitted concentration of half-maximal effect; % is set by controls: 0 for no effect and ±100 for the full control effect; nearly all actives have a fitted effect of over 50% in size
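Rat TrxR1, dispensed at 90 nM, was prereduced with 400 uM NADPH (final) for 5 min at ~22 deg C, then incubated with compound 15 min before 400 uM selenite. A first-read NADPH fluorescence drop versus no-compound background flagged substrates.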
LDHA block – qHTS assay for inhibitors of human lactate dehydrogenase; purified LDHA, NADH/diaphorase-resazurin fluorescence; stronger effect = lower value; L-lactate dehydrogenase A chain (Homo sapiens), P00338; 0.15% of 480,000 active; activity change, % (values are at about 110 or 230 µM); in the data active = activity change below about -30%; inconclusive = mostly about -25% to -30%;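 note: plate controls were DMSO wells for no effect and wells without enzyme for full effect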
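Resorufin fluorescence (ex540/em590), read at 0 and 20 min after diaphorase/resazurin addition, reports the NADH left after a 5 min room-temperature reaction of 2 nM human LDH5 with 0.06 mM NADH and 0.2 mM pyruvate.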
USP1 inh – Inhibitors of USP1/UAF1: Primary Screen; Ubiquitin carboxyl-terminal hydrolase 1 (Homo sapiens), O94782; recombinant USP1/UAF1, Ub-Rhodamine cleavage fluorescence; Potency, µM (titrated, usually from 57.1 µM), for inactives: at the top dose activity change, negative = inhibition, actives largely listed as inhibitors; 0.23% of 390,000 active; AID 743255, 2014; note: potency is the fitted concentration of half-maximal effect; % is set by controls: 0 for no effect and ±100 for the full control effect; nearly all actives have a fitted effect of over 60% in size; inactives centre near -12
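Step one: compound is pinned into 1nM USP1/UAF1 in HEPES pH 7.8 buffer with TCEP. Step two: 15 min room-temperature incubation. Step three: Ub-Rho (150nM final) starts cleavage, tracked by fluorescence over six one-minute reads.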
* marks the source's active call; other numbers are inactive results; ? = inconclusive; · = no result given; [ ] = another dose, or the depositor's remark. Unless noted, calls come from the whole dose curve; as a rule, active = well fitted curve in the direction sought with a large enough effect; inconclusive = small, poorly fitted or top-dose-only effect, or another doubt; inactive = no such curve, though single readings can be large; an effect the other way counts as inactive or inconclusive. An excerpt. The share of hits here may be higher or lower than overall.

SMILES	Glioma ERSR ind	Vif-APOBEC3G blk	IDH1 R132H inh	RGS4 inhibitor	rTrxR1 inhibitor	Vif-A3F inh	TrxR1 substrate	LDHA block	USP1 inh
Cc1ccc(F)cc1NC(=O)CSc1nnc(CNC(=O)c2ccco2)n1C	-2.5%	-0.1%	4.2%	-11.4%	-13.7%	-18.2%	-6.2%	-6.2	-8.4%
O=C(c1ccc(Br)cc1)N1CCN(c2ccccn2)CC1	-3.8%	-5.8%	4.3%	·	·	-5.2%	·	-4.4	?
CCn1cc(C(=O)OCc2ccc(F)cc2)c(=O)c2ccc(C)nc21	-4.1%	-1.7%	3.2%	-9.3%	10.6%	-9.7%	-8.5%	5.7	-6.6%
COc1ccc(NC(=O)c2ccco2)cc1NC(=O)c1cc(Cl)ccc1OC	-3.2%	-8.8%	12.4%	-30.1%	16.1%	-11.5%	14.0%	-0.8	-31.5%
NC1=NC(=O)/C(=C\c2ccc(-c3ccc(Cl)cc3)o2)S1	5.3%	-28.3%	-4.6%	5.6%	-1.9%	?	-0.2%	-6.3	-8.9%
CCn1c(SC(C)C)nnc1-c1c[nH]c2ccccc12	2.1%	-3.4%	-3.1%	-16.7%	25.5%[57.1 µM]	1.2%	5.2%[57.1 µM]	0.6	-2.8%
CCOC(=O)c1c(NC(C)=O)sc2c(O)c(Br)cc(Br)c12	-5.1%	1.3%	1.6%	?	?	2.2%	12.8%	29.6	-10.0%
CCOC(=O)C1CCN(C(=O)CCn2c(=O)c3cccn3c3cccnc32)CC1	-0.7%	1.3%	-8.2%	-17.3%[11.4 µM]	4.0%	2.8%	5.5%	-3.6	-5.5%
COc1cc2nc(SCC(=O)Nc3c(C)cc(C)cc3C)n3nc(CCn4c(C)nc5ccccc54)nc3c2cc1OC	·	·	·	-8.0%	10.3%	·	1.4%	-8.3	-17.3%
Cc1cc(C(=O)c2cnc(/N=C/N(C)C)s2)c(F)cc1Cl	-4.3%	-4.1%	12.7%	-21.1%	4.8%[57.1 µM]	-1.2%	1.0%[57.1 µM]	-13.5	-22.4%
CCN(CC)S(=O)(=O)c1ccc(Cl)nc1	-0.2%	5.3%	-3.6%	-13.1%	13.2%[57.1 µM]	-11.4%	10.1%[57.1 µM]	-3.2	-22.9%
COc1ccc(-c2ccc(SCC(=O)Nc3cccc(C(C)=O)c3)nn2)cc1OC	1.0%	-10.0%	3.2%	-16.4%	15.2%[57.1 µM]	12.6%	7.1%[57.1 µM]	-2.0	-11.6%
CCN(CC)CCOc1nc(C)nc2c1oc1ccccc12	-1.6%	-5.9%	6.2%	-50.5%[56.9 µM]	4.1%	4.0%	4.3%	0.8	-16.9%
O=C(NCc1ccccc1)c1cc[n+]([O-])cc1	-1.6%	1.4%	-3.7%	1.0%	10.1%	-13.0%	1.1%	-2.4	-3.7%
COc1ccc(-c2cc(C3CC3)nc3sc(C#N)c(N)c23)cc1	-0.7%	1.4%	-2.8%	-24.0%	14.8%	-1.9%	31.4%[activator]	0.3	-2.1%
Cc1c(O)c(CN2CCCCC2)cc2c1oc(=O)c1ccccc12	-0.8%	6.0%	6.9%	-3.1%	4.4%	-7.3%	3.8%	-7.4	4.2%
O=C(Nc1cccc(-c2cn3ccccc3n2)c1)c1cc2ccccc2oc1=O	1.2%	2.3%	6.6%	?	11.1%	-6.9%	5.7%	-3.6	?
Cn1nc(-c2ccc(Cl)cc2)c2cc(C(=O)NC3CC3)sc21	-2.9%	-12.8%	-11.4%	-40.9%	28.5%	-7.9%	9.7%	-12.5	-5.4%
COc1ccc(CN(CC(=O)NC2CCCC2)C(=O)CCC(=O)Nc2cc(C)on2)cc1	0.8%	-0.7%	5.5%	-4.7%	-5.3%	0.8%	-7.6%	-1.6	3.4%
CCCn1c(=N)c(S(=O)(=O)c2ccccc2)cc2c(=O)n3ccccc3nc21	-2.4%	-7.5%	39.8µM*	-36.5%	83.2%	?	51.7%[activator][57.1 µM]	-5.2	-17.9%
N#Cc1cccc(S(=O)(=O)NCc2nnc3ccccn23)c1	-5.8%	1.2%	2.6%	0.7%	8.5%	0.4%	1.8%	-3.1	-15.3%
COc1ccccc1N1CCN(C(=O)c2cc(-c3ccc(Cl)c(Cl)c3)on2)CC1	-2.5%	-1.6%	6.7%	-1.0%	-2.7%	10.9%	-1.9%	-4.9	-3.7%
CC(C)(C)[C@@H]1COC(=O)[C@H](Cc2ccc(F)cc2)C/C=C\C[C@@H](CC(=O)N(CCO)Cc2ccccc2)C(=O)N1	-4.0%	-1.0%	1.7%	-8.5%	7.4%[57.1 µM]	7.7%	-2.5%[57.1 µM]	-1.3	-21.4%
COC(=O)C1=C(C(=O)OC)[C@]2([C@H]3CCCCN[C@@H](Cc4ccccc4)C(=O)N3Cc3ccccc3)C=C[C@H]1O2	-3.7%	0.3%	-14.8%	-4.4%	35.2%[57.1 µM]	1.0%	-10.1%	-6.9	?
COc1ccc(N(CC(=O)NCCSC2CCCCC2)S(=O)(=O)c2ccccc2)cc1OC	-2.5%	1.6%	4.4%	3.2%	-13.0%	2.5%	-10.3%	-12.2	-7.4%

Entries listed above marked active in IDH1 R132H inh:
molecule,Glioma ERSR ind,Vif-APOBEC3G blk,IDH1 R132H inh,RGS4 inhibitor,rTrxR1 inhibitor,TrxR1 substrate,LDHA block,USP1 inh
CCCn1c(=N)c(S(=O)(=O)c2ccccc2)cc2c(=O)n3ccccc3nc21,-2.4%,-7.5%,39.8µM*,-36.5%,83.2%,51.7%[activator][57.1 µM],-5.2,-17.9%

Next section
SMILES	Glioma ERSR ind	Vif-APOBEC3G blk	IDH1 R132H inh	RGS4 inhibitor	rTrxR1 inhibitor	Vif-A3F inh	TrxR1 substrate	LDHA block	USP1 inh
Cc1onc(-c2ccccc2Cl)c1C(=O)Oc1ccccc1F	-4.0%	0.1%	15.8%	18.0%	2.7%[57.1 µM]	0.2%	-6.7%[57.1 µM]	-4.6	-17.3%
COc1ccc(/C=C/C(=O)c2ccc[nH]2)cc1OC	5.8%	-4.2%	-0.9%	-2.7%	-10.8%	?	-8.6%	2.3	1.3%
COc1ccc(S(=O)(=O)N2CCCC(C(=O)NCCC(C)C)C2)cc1 (stereo not drawn)	-3.9%	1.9%	-4.2%	?	21.8%[57.1 µM]	3.8%	5.2%	-6.7	2.6%
Cc1ccc(S(=O)(=O)N2CCC(C(=O)NNC(=O)c3ccccc3O)CC2)cc1C	-6.0%	-5.4%	0.0%	-33.5%	-5.5%	0.1%	-5.9%	5.2	-8.5%
COc1cc(CNCc2ccc(SC)cc2)cc(OC)c1	-5.2%	0.3%	-1.5%	10.0%	-0.6%	10.9%	3.6%	-30.7*	-17.6%
Cc1ccccc1OCC(=O)Nc1ccccc1NC(=O)c1ccco1	-3.9%	-4.9%	22.4%	14.6%	24.2%	-13.4%	4.6%	-7.5	-17.0%
c1csc(-c2cc(N3CCCCC3)c3ccccc3n2)c1	0.0%	-2.7%	1.3%	-9.2%	31.8%	-12.3%	21.0%	-2.0	?
CN(Cc1cccc(Cl)c1Cl)C(=O)c1ccc(NC(=O)CC#N)cc1	-3.7%	-0.4%	0.8%	-10.6%	13.8%[57.1 µM]	1.5%	-12.6%	-2.5	-4.4%
Cc1occc1-c1nnc(SCC(=O)Nc2ccccc2)n1C	-0.4%	1.1%	4.5%	8.0%	11.1%	0.1%	1.1%	-1.9	-18.7%
CCOC(=O)N1CCN(C(=O)c2ccc(C)c(S(=O)(=O)N3CCCCC3)c2)CC1	-4.0%	-0.8%	2.0%	-22.2%	-3.6%	-6.6%	-9.8%	-2.3	-9.9%
O=C(CSc1ccccc1)NCc1ccc(F)cc1	6.9%	-0.4%	14.1%	-41.1%	31.8%[57.1 µM]	2.3%	-4.6%[57.1 µM]	-0.1	-4.9%
CCCc1n(CC(O)COCc2ccccc2)c2ccccc2[n+]1C (stereo not drawn)	-1.3%	11.0%	-7.1%	-5.8%	-2.0%	-0.1%	-6.4%	?	-7.5%
CCCCCSc1nnc(-c2ccccc2NC(C)=O)c(=O)[nH]1	-3.5%	-0.5%	8.8%	-14.9%	16.1%[57.1 µM]	?	0.6%[57.1 µM]	-2.1	-23.7%
CCC(C)(C)NC(=O)CN(C(=O)CCC(=O)Nc1nccs1)c1ccc(C)cc1	-3.8%	0.3%	-6.5%	-5.8%	35.4%	-5.9%	6.3%	-4.4	-24.5%
Cc1c(C(=O)OCC(=O)N2CCCC2=O)oc2ccccc12	-2.5%	0.8%	7.3%	4.1%	-12.0%[57.1 µM]	11.4%	-1.8%[57.1 µM]	-10.2	-12.9%
